LYP inhibition: inhibitors of LYP phosphatase, biochemical, fluorescence intensity, uHTS (AID 1779); Tyrosine-protein phosphatase non-receptor type 22 (Homo sapiens); recombinant LYP phosphatase, fluorescence intensity; higher % means a stronger effect; one-dose inhibition, % at 11.5 µM; IC50 in µM for titrated hits; actives 0.054% (n = 290,000); in the data active = inhibition above about 50%;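 also: plate controls were vehicle with enzyme for no effect and no enzyme for full effect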
Siah-1 displacement: Siah-1 peptide-binding antagonists, primary screen, biochemical, fluorescence polarization, rhodamine-plectin, uHTS (AID 1817); Siah-1 / rhodamine-plectin peptide fluorescence polarization; higher % means a stronger effect; E3 ubiquitin-protein ligase SIAH1 (Homo sapiens); actives 0.02% (n = 290,000); displacement, % at 20 µM, or IC50 in µM where a hit was titrated;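 active = displacement of at least 50% at 20 µM, with a fluorescence ratio check between 0.3 and a set limit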;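 also: plate controls were Siah plus tracer with DMSO for no effect and tracer alone without Siah for full effect; strong numbers were not always called active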
AID2073: inhibitors of Mint1-CaV2.2 protein interaction, biochemical, HTRF (AID 2073). HTRF protein-protein interaction, Mint1-CaV2.2; higher % means a stronger effect. inhibition, % at 20 µM; hits with a dose series show IC50 in µM. Voltage-dependent N-type calcium channel subunit alpha-1B (Homo sapiens). actives 0.19% (n = 290,000); in the data active = inhibition mostly above about 51%, no sharp cut-off; also: some results filed as inactive read as strong as hits
An asterisk follows results filed as active. A portion of the library; count on the stated rates, not on these rows.

SMILES	LYP inhibition	Siah-1 displacement	AID2073
O=C(O)COC(=O)Cc1ccccc1Nc1c(Cl)cccc1Cl	0%	0%	15%
Nc1ccc(C(=O)Nc2ccccc2N)cc1	-6%	3%	-8%
C/C=C/C=N\NC(=O)c1ccncc1	-4%	0%	1%

Screening data from PubChem.
